M. tuberculosis GlmU = inhibition of mycobacterial GlmU enzyme – biochemical, glucosamine-1-phosphate acetyltransferase (AID 1376); M. tuberculosis GlmU acetyltransferase enzyme assay; higher % means a stronger effect; 220,000 tested, 0.25% active; inhibition, %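 (tested at 30 µM in the primary screen)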; hits with a dose series show IC50 in µM; in the data active = inhibition above about 13%;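 also: 0% = complete reaction with vehicle and 100% = reaction without substrate; strong numbers were not always called active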
Mtb RmlCD inh = M. tuberculosis RmlC/RmlD inhibition. P9WH09+P9WH11. RmlC+RmlD coupled enzyme assay, percent inhibition; primary screen in compound mixtures. inhibition, % at 3.6 µM. 160,000 tested, 0.03% active. AID 1533; in the data active = inhibition mostly above about 34%, no sharp cut-off; also: some results filed as inactive read as strong as hits
Target sequence (P9WH09 whole entry, looked up): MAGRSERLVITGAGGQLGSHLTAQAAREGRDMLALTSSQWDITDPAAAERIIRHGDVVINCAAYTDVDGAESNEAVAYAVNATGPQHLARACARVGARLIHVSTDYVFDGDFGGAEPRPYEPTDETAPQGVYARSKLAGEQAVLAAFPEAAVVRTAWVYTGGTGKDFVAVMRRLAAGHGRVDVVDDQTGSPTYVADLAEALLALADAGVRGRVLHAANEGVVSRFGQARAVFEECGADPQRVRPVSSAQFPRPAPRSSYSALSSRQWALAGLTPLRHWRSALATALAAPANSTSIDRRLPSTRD
Target sequence (P9WH11 whole entry, looked up): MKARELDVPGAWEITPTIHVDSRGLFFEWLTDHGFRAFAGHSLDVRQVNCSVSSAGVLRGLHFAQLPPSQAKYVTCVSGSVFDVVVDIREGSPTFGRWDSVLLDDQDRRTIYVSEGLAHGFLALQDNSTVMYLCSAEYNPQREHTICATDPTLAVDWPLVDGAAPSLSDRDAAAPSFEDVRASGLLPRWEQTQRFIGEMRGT
* = called active by the depositor; x = not tested or not shown; & = joins results of further samples. Some of the compounds tested. The share of hits here may be higher or lower than overall.

SMILES	M. tuberculosis GlmU	Mtb RmlCD inh
O=C(CSc1nnc(Cc2ccccc2)n1-c1cccc(Cl)c1)NNC(=O)Cc1ccccc1	1.9%	x
CC1(C)Cc2c(C#N)c(N)n(-c3ccccc3)c(=O)c2CO1	-3.1%	x
CCOc1cccc(C(=O)NC(=S)Nc2ccccc2)c1	0.1%	1.0
CCOC(=O)Cc1c(C)c2c(C)[nH]nc2oc1=O	2.1%	x
CCC(C)(C)NC(=O)CN(C(=O)c1snc(C(N)=O)c1N)c1ccc2c(c1)OCCO2	-4.5%	10.8
CN(C(=O)c1ccc(Cl)cc1)C1=CCCCC1CCC#N (stereo unspecified)	0.1%	1.5
COc1ccc(OC)c(NC(=S)NCCC(c2ccccc2)c2ccccc2)c1	-2.0%	x
NC(=O)C1CCN(C(=S)NCCc2ccccc2)CC1	1.5%	x
COCCCNC(=O)C1CCC(=O)N1Cc1ccccc1Cl (stereo unspecified)	3.2%	64.2
FC(F)(F)c1cccc(CNC(=S)Nc2ccccc2)c1	-0.8%	-10.8
O=C(C1CCCN(S(=O)(=O)c2ccc(Cl)cc2)C1)N(Cc1cccs1)C1CC1 (stereo unspecified)	5.4%	x
O=C(Cn1c(=O)oc2ccccc21)N1CCOCC1	-0.8%	3.6
CC(C)(C)NC(=O)CSC(=Nc1ccccc1F)NC#N	5.1%	x
CC(C)C(=O)Nc1nc2cc3c(cc2s1)OCO3	-5.8%	-5.2
CC1CCCN(CC(O)COCc2ccccc2)C1 (stereo unspecified)	4.5%	6.5
CC(C)NC(=O)c1ccc(S(=O)(=O)N(C)C)cc1	0.1%	6.3
Cn1c(-c2ccc(N)cc2)nc2ccccc21	9.2%	14.8
CC(C)NC(=O)NC(=O)CSc1nnc(COc2ccccc2Cl)o1	-4.4%	-6.5
CCc1cccc(C)c1NC(=O)c1ccc(CN2CCc3ccccc3C2)cc1	3.0%	5.0
O=C(NCc1cccnc1)c1ccccn1	-1.4%	x
Cc1ccc2nc(C3CCCN(C(=S)Nc4cccc(C)c4C)C3)[nH]c2c1 (stereo unspecified)	2.2%	-4.8
CN1CCN(NC(=O)CN(C)S(=O)(=O)c2cc(Cl)ccc2Cl)CC1	0.3%	8.0
Cc1cc2nc3ccc(=[N+](C)C)cc-3sc2cc1N	-4.7%	10.7
Cc1ccc(N=C2N=C(N)c3ccccc32)c(C)c1	4.9%	3.1
O=C(CCNS(=O)(=O)c1ccc(Br)s1)NCc1ccc2c(c1)OCO2	-2.2%	-6.6
O=C(CSc1ncn(-c2ccccc2)n1)Nc1nccs1	-1.3%	-3.0
O=C(CN(C(=O)CCNC(=O)c1ccco1)c1ccccc1)NC1CCCC1	2.4%	5.3
COC(=O)c1ccc(N2CCN(S(=O)(=O)c3ccc(Br)cc3)CC2)c([N+](=O)[O-])c1	-4.0%	x
O=C(NCCO)c1ccc(CSc2nc3ccccc3[nH]2)cc1	-4.7%	x
COC(=O)c1ccc(COc2ccc(-c3nnn(CC(N)=O)n3)cc2)cc1	3.8%	3.6
Cc1cc(C)c(C#N)c(SCC(=O)Nc2ccccc2)n1	-0.1%	-4.8
CCN(NC(=O)C(O)(c1ccc(F)cc1)c1ccc(F)cc1)C(=O)c1ccccc1	-2.3%	4.1
O=C(Nc1ccccc1)N(C1=NCCC1)c1ccccc1	5.1%	x
S=C(NCCc1ccccc1)Nc1ccccc1Cl	2.0%	-11.2
CCOc1ccccc1NC(=O)C1CCCN(S(=O)(=O)c2ccc(OC)c(C)c2)C1 (stereo unspecified)	-2.0%	-12.9
CCOc1ccc(C)cc1S(=O)(=O)N1CCCCC1	-1.4%	-1.2
Cc1cc(C)c2c(-n3cccc3)c(C(=O)NNS(=O)(=O)c3ccc(Br)cc3)sc2n1	-1.6%	x
C#CCn1c(=NC(=O)CN2C(=O)CCC2=O)sc2cccc(OC)c21	5.5%	x
CCOC(=O)c1sc(NC(=O)COC(=O)C(CCSC)NC(C)=O)nc1C (stereo unspecified)	4.0%	3.2
Cc1cccc(-c2nsc(SCC(=O)Nc3cc(C)on3)n2)c1	-5.9%	x
COc1ccc(CNC(=O)C2CCC(=O)N2C(C)C)c(OC)c1 (stereo unspecified)	4.5%	6.2
Cc1ccc2c(N)[nH]nc2n1	5.4%	2.9
COc1ccc(-c2c(C(F)(F)F)nn(C)c2NC(C)=O)cc1	-4.4%	9.8
C=CCNc1nc(Cl)nc(Nc2ccc(OC)cc2OC)n1	-5.3%	5.3
COc1ccccc1OCc1cc(-c2ccccc2)no1	-3.9%	9.3
CCCC(Oc1ccc(Br)cc1)c1nc2c3cc(OC)c(OC)cc3nc(=S)n2[nH]1 (stereo unspecified)	-3.3%	-6.0
Cc1ccc(-c2nc(N3CCOCC3)sc2C(=O)N2CCOCC2)cc1	-3.5%	6.2
Brc1ccc2[nH]cc(/C=N/N3CCCCC3)c2c1	1.0%	x
Cc1nc(-c2cc(C#N)c(Sc3cccc(C(F)(F)F)c3)nc2C)cs1	0.1%	25.8
O=[N+]([O-])c1cccc(-c2nnc3ccccn23)c1	0.6%	x
CCOc1ccccc1C1N(c2ccc(OC)cc2)C(=O)C2CCCN21 (stereo unspecified)	-1.5%	57.1
CCCCc1c(O)nc(SCC(=O)NCCc2ccc(OC)c(OC)c2)[nH]c1=O	3.2%	x
CC(=O)NC(CC(=O)O)c1ccccc1 (stereo unspecified)	3.9%	102.9
CN1C2=NCCN2C(=O)c2ccccc21	5.0%	x
CCOc1ncccc1C(=O)Nc1ccc(F)c(F)c1	3.3%	-8.3
CCOC(=O)C1CCN(C(=O)Nc2ccc3snnc3c2)CC1	5.2%	x
CCOC(=O)N1CCN(c2cc(NCCC(=O)O)c3c4c(onc24)-c2ccccc2C3=O)CC1	x	8.5
Cc1ccccc1OCCCN1C(=O)C(=O)c2cccc(C)c21	7.6%	4.4
O=C(Nc1ccc(Cl)c(Cl)c1)N1CCSC1c1ccco1 (stereo unspecified)	-3.1%	11.4
Cc1nc2cc(NCc3nc4ccccc4n3Cc3ccccc3)ccc2n1C	x	8.5

For convenience, some entries already given:
SMILES	M. tuberculosis GlmU	Mtb RmlCD inh
CCOc1ccccc1C1N(c2ccc(OC)cc2)C(=O)C2CCCN21 (stereo unspecified)	-1.5%	57.1
CCCCc1c(O)nc(SCC(=O)NCCc2ccc(OC)c(OC)c2)[nH]c1=O	3.2%	x
CC(=O)NC(CC(=O)O)c1ccccc1 (stereo unspecified)	3.9%	102.9
CN1C2=NCCN2C(=O)c2ccccc21	5.0%	x
CCOc1ncccc1C(=O)Nc1ccc(F)c(F)c1	3.3%	-8.3

More compounds follow.
SMILES	M. tuberculosis GlmU	Mtb RmlCD inh
O=C(NCc1ccc(F)cc1)C1CCCN1C(=O)NCc1ccccc1 (stereo unspecified)	-3.0%	-5.0
COc1ccc(NC(=S)N(CCCN2CCOCC2)Cc2cn(C)c3ccccc23)cc1OC	-0.2%	x
COc1ccc(C(=O)/C=C/C(=O)N(CC(=O)NCCC(C)C)Cc2cccs2)c(O)c1	1.0%	1.4
C=CCOc1ccc(Br)cc1CNC(C)(C)C	4.3%	-12.2
Cc1ccc(SCCC(=O)Nc2nccs2)cc1	-1.2%	5.9
COc1ccc(C(=O)NCc2ccc(Cl)c(Cl)c2)cc1OC	-3.3%	0.5
CCn1c(CNc2cccc(Cl)c2)nnc1SCc1ccccc1	-0.9%	x
COc1ccc(/C=C2/N=C(c3cccs3)OC2=O)cc1OC(C)C	-5.2%	6.1
Cc1ccc(N(CC(=O)NC2CCC(C)CC2)S(=O)(=O)c2cccnc2)cc1 (stereo unspecified)	-3.6%	-5.8
O=C(NCc1ccccn1)C1CCCN(S(=O)(=O)c2ccc(Br)cc2)C1 (stereo unspecified)	-4.8%	-3.0
COc1ccc(CCNC(=O)C2CC(=O)N(CCc3ccc(C)cc3)C2)cc1OC (stereo unspecified)	-0.3%	1.4
Cc1cc(NC(=O)CSc2nnc(C)c(=O)n2N)no1	-3.3%	x
Clc1ccc(-c2nnc(-c3ccc(Br)o3)o2)c(Cl)c1	8.7%	x
O=C(Cc1ccccc1)Nc1c(C(=O)N2CCOCC2)cnn1-c1ccccc1	3.5%	13.1
O=C(NNC(=O)c1cc(O)c(O)c(O)c1)NC1CCCCC1	-0.3%	-7.0
Cc1sc(NC(=O)c2ccco2)c(CN2CCCCC2)c1C	-4.3%	-8.6
CC(=O)c1cc(C#N)c(N2CCCC2)nc1C	-0.2%	-3.2
O=C(O)c1ccc(-n2ncc3c2/C(=C/c2cccc([N+](=O)[O-])c2)CC3)cc1	0.3%	x
O=C(N1CCCCC1)N1CCN(C(=O)N(c2ccccc2)c2ccccc2)CC1	3.2%	x
O=C(Cc1cccc(C(F)(F)F)c1)NCc1ccc(Cl)cc1	1.4%	-32.9
COc1cccc(OCCCN2CCN(S(=O)(=O)c3ccc(NC(C)=O)cc3)CC2)c1	-1.2%	x
CCOC(=O)Nc1nn(-c2ccc(C)cc2)c(=O)c(C#N)c1C	-5.9%	17.7
O=C(c1ccco1)N1CCN(Cc2ccc(Cl)cc2)CC1	9.8%	-10.3
COc1ccc(OC)c(CCNC(=O)Cn2cccc2C(=O)c2ccccc2C)c1	2.8%	-10.2
CCO[C@H]1OC(C(=O)NCc2ccccc2)=C[C@@H](c2ccc(C(F)(F)F)cc2)[C@@H]1CCCO	0.9%	x
CCCc1cc(=O)oc2c(C)c3occ(C)c3cc12	4.6%	x
O=S(=O)(Oc1ccc(Cl)cc1)c1cccc2cccnc12	-1.8%	-2.5
Cc1n[nH]c(C)c1S(=O)(=O)N1CCCC(C(=O)NCC2COc3ccccc3O2)C1 (stereo unspecified)	1.6%	11.5
c1ccc(-n2nnc(-c3nccs3)n2)cc1	-0.6%	x
COc1ccc(C(=O)Nc2c(N)nc(SCC(=O)N3CCCCCC3)[nH]c2=O)cc1OC	1.5%	-9.6
Cc1noc(C)c1COC(=O)CCc1nc2ccccc2s1	2.1%	-15.0
Cc1nc2sc(C(c3ccco3)N3CCN(c4cccc(Cl)c4)CC3)c(O)n2n1 (stereo unspecified)	-1.1%	x
COC(=O)c1cc(NC(=O)CC2SC(=Nc3ccccc3)N(CCc3c[nH]c4ccccc34)C2=O)cc(C(=O)OC)c1 (stereo unspecified)	2.8%	6.4
COc1cc2c(cc1O)[C@@H]1Cc3cc(OC)c(OC)cc3C(C2)N1C	1.6%	x
O=C(/C=C/c1ccco1)NC(=S)Nc1cccc([N+](=O)[O-])c1	5.6%	-8.6
CC(=O)Cn1c(CN2CCCCC2)nc2ccccc2c1=O	4.5%	4.0
COc1ccc(OC)c(NS(=O)(=O)c2ccc(Cl)nc2)c1	-5.1%	10.5
Cn1c(SCC#N)nnc1-c1cnccn1	-1.1%	x
COC(=O)C1=C(C)N(c2ccc(C)c(C)c2)/C(=C/c2cccs2)C1=O	1.2%	x
CCNC(=O)NC(=O)C(C)OC(=O)c1ccc(-n2nc(SC)sc2=S)cc1 (stereo unspecified)	0.1%	74.3

Brought forward from above: 7 entries; new compounds follow.
SMILES	M. tuberculosis GlmU	Mtb RmlCD inh
COc1cc2c(cc1O)[C@@H]1Cc3cc(OC)c(OC)cc3C(C2)N1C	1.6%	x
O=C(/C=C/c1ccco1)NC(=S)Nc1cccc([N+](=O)[O-])c1	5.6%	-8.6
CC(=O)Cn1c(CN2CCCCC2)nc2ccccc2c1=O	4.5%	4.0
COc1ccc(OC)c(NS(=O)(=O)c2ccc(Cl)nc2)c1	-5.1%	10.5
Cn1c(SCC#N)nnc1-c1cnccn1	-1.1%	x
COC(=O)C1=C(C)N(c2ccc(C)c(C)c2)/C(=C/c2cccs2)C1=O	1.2%	x
CCNC(=O)NC(=O)C(C)OC(=O)c1ccc(-n2nc(SC)sc2=S)cc1 (stereo unspecified)	0.1%	74.3
CC1CC(C)CN(C(=O)Cn2c(-c3nonc3N)nc3ccccc32)C1 (stereo unspecified)	0.3%	x
CCOC(=O)c1c(CN2CCCCC2)oc2ccc(OC)cc12	6.4%&-4.4%	-9.5
CCc1cccc(C)c1NC(=O)COC(=O)c1c2c(nc3ccccc13)/C(=C\c1cccs1)CCC2	-5.2%	2.3
COc1ccccc1C1c2c(C)nn(-c3ccccc3)c2NC(=O)C1NC(=O)c1ccccc1 (stereo unspecified)	-2.2%	2.2
Cc1cc(Br)ccc1OCCCCN1CCC(C)CC1	-2.3%	8.5
COc1ccc(NC(=O)Cc2nnc(N)s2)cc1	0.7%	6.6
CS(=O)(=O)Nc1ccc(C(=O)N2CCc3ccccc3C2)cc1	0.8%	2.2
COc1cc2c(cc1OC)CN(C(C)C(=O)N1CCc3ccccc31)CC2 (stereo unspecified)	0.0%	-6.4
COc1ccc2c(c1)c1nc3ccccc3nc1n2CC(=O)OC(C)C	3.0%	9.4
CCNC(=S)N1CCn2c(nc3ccccc32)C1	3.5%	15.8
Cn1c(=O)c2c(SCC(=O)N3CCOCC3)nc(C3CCCCC3)nc2n(C)c1=O	3.0%	-12.8
COC(=O)c1cc(C(=O)OC)n(Cc2ccc(Br)cc2)n1	-2.1%	-7.5
CN(Cc1cn(C)nc1-c1ccccc1F)CC1CCN(Cc2ccccc2)CC1	-1.2%	7.6
COCCn1cnc2c1c(=O)n(CC(=O)c1ccc3c(c1)OCCO3)c(=O)n2Cc1ccccc1	2.4%&3.5%	5.4
COC(=O)c1ccc(N2C(=O)CC(N(C)Cc3ccccc3)C2=O)cc1 (stereo unspecified)	4.6%	-8.1
COc1cc(C2C(C(=O)c3ccco3)=C(O)C(=O)N2c2cc(C)on2)cc(Br)c1O (stereo unspecified)	2.8%	x
C(=C\c1nc(-c2ccncc2)no1)/c1ccccc1	2.3%	x
CCOC(=O)C(CCCP(=O)(c1ccccc1)c1ccccc1)(NC(C)=O)C(=O)OCC	-9.9%	x
O=C(CC1SC(=Nc2ccccc2)N(CCCO)C1=O)Nc1ccc(Cl)cc1 (stereo unspecified)	0.1%	x
O=S(=O)(/N=C(/Nc1cc(N2CCOCC2)ncn1)c1ccc(F)cc1)c1ccccc1	4.4%	9.6
